# High-throughput results (PubChem)
# Bim-Bcl-B = inhibitors of Bim-Bcl-B interaction, human | Q9HD36 | bead-based flow cytometry, Bim peptide-Bcl-B binding | inhibition, % at 10 µM | 0.073% of 190,000 active | AID 951;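 also: 0% = tracer peptide without compound and 100% = reference inhibitor peptide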
# GSH bead fluor = compound fluoresces at 488/530 nm on GSH beads; fluorescence (KMESF) at 10 µM; GSH beads flow cytometry, compound fluorescence 488/530 nm; hits give high values; 0.25% of 190,000 active; AID 1776; in the data active = fluorescence above about 89;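 also: glutathione beads carrying GST-tagged Bcl family fusion proteins plus one bare bead set; values are compound well signal with DMSO vehicle wells as background; inactives centre near 16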
# ABCB1 inh = inhibitors of human ABCB1 transporter, ABCG2 counter-screen; P08183; CCRF-Adr cells, JC-1 efflux, flow cytometry; inhibition, % at 6.6 µM; 0.067% of 190,000 active; AID 1326; in the data active = inhibition above about 40%;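 also: 0% = vehicle and 100% = reference inhibitor; higher value means more JC-1 retained so stronger ABCB1 efflux block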
# Bcl-2 Bim block = human Bim-Bcl-2 interaction inhibition. P10415. Bead-based flow cytometry, Bim peptide-Bcl-2 binding. inhibition, % at 10 µM. 0.06% of 190,000 active; in the data active = inhibition above about 40%; inconclusive = no clear call, values can overlap the other calls;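 also: 0% = no compound wells with probe peptide and 100% = reference peptide inhibitor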
# ABCG2 inh = blocks JC-1 efflux by human ABCG2 transporter; Q9UNQ0; IgMXP3 cells, flow cytometry; inhibition, % at 6.6 µM; 0.1% of 190,000 active; AID 1325;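 active = inhibition above 80%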;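 also: 0% = DMSO and 100% = nicardipine control wells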
# Target sequence (Q9UNQ0 whole entry, looked up): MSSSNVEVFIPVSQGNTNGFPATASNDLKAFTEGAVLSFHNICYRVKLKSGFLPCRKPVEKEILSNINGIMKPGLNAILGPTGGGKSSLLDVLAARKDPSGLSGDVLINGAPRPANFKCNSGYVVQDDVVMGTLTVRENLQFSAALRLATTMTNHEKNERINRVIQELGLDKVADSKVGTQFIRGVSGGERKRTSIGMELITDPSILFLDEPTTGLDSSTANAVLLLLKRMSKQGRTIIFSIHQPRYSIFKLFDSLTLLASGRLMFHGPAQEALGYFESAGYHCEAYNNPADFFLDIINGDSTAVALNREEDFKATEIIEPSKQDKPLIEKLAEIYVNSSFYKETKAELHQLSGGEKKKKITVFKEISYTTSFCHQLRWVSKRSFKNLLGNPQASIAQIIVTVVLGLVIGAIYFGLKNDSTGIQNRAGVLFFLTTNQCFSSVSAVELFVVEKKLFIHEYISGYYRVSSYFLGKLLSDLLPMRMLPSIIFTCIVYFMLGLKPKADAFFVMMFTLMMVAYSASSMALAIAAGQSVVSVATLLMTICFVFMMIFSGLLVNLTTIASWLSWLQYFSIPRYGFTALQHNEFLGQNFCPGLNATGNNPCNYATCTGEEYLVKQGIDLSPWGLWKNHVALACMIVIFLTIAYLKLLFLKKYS
#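 material = IgMXP3 (ABCG2) plus far-red-tagged CCRF-Adr (ABCB1) cells | amount = 3 million cells/mL, equal mix of both lines | also added = JC-1 transporter substrate | dosing = one concentration, 6.6 µM final | schedule = 10 min at 25 °C | measured by = flow cytometric JC-1 green MFI at 530 nm | read-out basis = percent efflux inhibition, scaled nicardipine 100% to DMSO 0%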
# RGS7-Gao reg = modulates binding of RGS7 to human Galphao; P09471; Multiplexed bead flow cytometry; actives lie on both sides; binding response (% of control), % at 10 µM; 0.35% of 220,000 active; in the data active = binding response below about 49% or above about 150%; inconclusive = no clear call, values can overlap the other calls; inactive = in between;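 also: fluorescent Galphao held in activated GDP-AlF4 state binding bead-coupled RGS7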
# RGS4-Gao reg = human RGS4-Galphao interaction regulation; binding response (% of control), % at 10 µM; Multiplexed bead flow cytometry, RGS4-Galphao binding; actives lie on both sides; 0.33% of 220,000 active; P09471; in the data active = binding response below about 49% or above about 150%; inactive = in between;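 also: fluorescent Galphao activated with aluminum fluoride binding bead-coupled RGS4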
# Bfl-1 Bim block = disrupts Bim binding to human Bfl-1; 0.12% of 190,000 active; Q16548; inhibition, % at 10 µM; Bead-based flow cytometry, Bim-Bfl-1 binding inhibition;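 also: 0% = wells without compound plus tracer and 100% = blocker peptide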
# Bcl-XL Bim block = human Bim-Bcl-XL interaction inhibition; Bim peptide-Bcl-XL binding, bead flow cytometry, fluorescence; 0.04% of 190,000 active; inhibition, % at 10 µM; Q07817
# Target sequence (Q07817 whole entry, looked up): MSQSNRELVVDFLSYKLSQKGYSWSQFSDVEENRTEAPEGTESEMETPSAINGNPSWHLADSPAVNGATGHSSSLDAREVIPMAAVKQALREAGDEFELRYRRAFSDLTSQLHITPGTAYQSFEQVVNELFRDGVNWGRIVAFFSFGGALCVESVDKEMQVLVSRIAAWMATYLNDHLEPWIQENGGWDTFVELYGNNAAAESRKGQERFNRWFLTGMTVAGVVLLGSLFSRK
# Bcl-W Bim block = inhibitors of Bim-Bcl-W interaction, human; bead-based flow cytometry, Bim peptide-Bcl-W binding; inhibition, % at 10 µM; 0.02% of 190,000 active; AID 952;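 also: 0% = bound tracer without compound and 100% = peptide blocker; higher means less fluorescent Bim peptide bound to Bcl-W beads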
# RGS8-Gao = regulators of human RGS8-Galphao interaction | response (percent of control binding), % at 10 µM | multiplexed bead flow cytometry, RGS8-Galphao binding; actives lie on both sides | 0.34% of 220,000 active | P09471; in the data active = response below about 60% or above about 140%; inactive = in between;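 also: Galphao activated as the GDP aluminium fluoride complex binding bead-coupled RGS8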
# An asterisk follows results filed as active; ? = inconclusive; · = not tested or not shown. Rule as the data show it, unless noted: active = inhibition above about 40%.
SMILES,Bcl-W Bim block,ABCG2 inh,GSH bead fluor,RGS8-Gao,Bcl-2 Bim block,RGS7-Gao reg,ABCB1 inh,Bcl-XL Bim block,Bfl-1 Bim block,RGS4-Gao reg,Bim-Bcl-B
CCCc1cc(=O)[nH]c(SCc2nc3ccc([N+](=O)[O-])cc3[nH]2)n1,-2,-2,9,105,-9,100,0.0,-6,-13,100,-8
Cc1ccc2[nH]c3c(c2c1)CN(C(=O)CN1CCCc2ccccc21)CC3,5,6,11,95,-3,94,0.6,-2,-3,93,-9
COC(=O)CN(C(=S)Nc1ccccc1)C1CC(=O)N(c2ccc(OC)cc2)C1=O (stereo not drawn),-3,2,28,100,0,100,0.0,-3,-2,97,-3
Clc1ccc(OCCn2c(-c3ccco3)nc3ccccc32)cc1,-1,4,33,103,-6,103,2.5,-10,-9,104,-14
CN(c1ccccc1)S(=O)(=O)c1cccc(C(=O)NCCc2ccc(O)c(O)c2)c1,2,5,17,93,1,?,0.9,-1,0,97,-5
Cc1cc(N2CCOCC2)nc2ccc(NC(=S)N3CCN(Cc4ccccc4)CC3)cc12,-3,1,13,102,0,103,0.4,0,14,102,-4
CC(=O)NN=C1CCC(c2ccccc2)CC1 (stereo not drawn),-1,-1,32,102,-1,100,-2.5,-4,-3,99,-7
CC1=NN(c2ccccc2)C(=O)/C1=C/c1ccc[nH]1,0,1,7,104,2,100,0.3,-2,1,101,0
CCSc1ccccc1C(=O)N=C1NC(=O)CC2C(=O)NCCN12 (stereo not drawn),-1,5,9,96,-2,93,0.0,-2,-6,96,-6
COC(=O)Nc1ccc(S(=O)(=O)N2CCC(C(=O)N3CCCC(C)C3)CC2)cc1 (stereo not drawn),1,7,25,100,-1,100,2.4,2,-4,102,1
CCN1CCN(c2nc3c(c(=O)n(C)c(=O)n3C)n2Cc2cccc3ccccc23)CC1,-1,0,24,98,-1,95,0.4,-4,-1,101,-3
O=C1c2ccccc2C(=O)N1c1ccc(S(=O)(=O)N2CCN(c3ccccc3)CC2)cc1,0,3,34,97,-10,100,1.2,-3,-8,98,-9
c1ccc(COc2ccc(-c3csnn3)cc2)cc1,-1,17,36,101,-11,100,-0.1,-8,-17,99,-9
Cc1ccc2cc(CCNC(=O)CC(C)C)c(=O)[nH]c2c1,-6,-1,14,103,-7,100,-0.3,-7,-7,97,-7
N#Cc1ccc(OCC(=O)NCC2(N3CCCCC3)CCCCC2)cc1,-4,1,65,102,-10,105,0.1,0,-10,104,-6
O=Cc1cc2ccccc2nc1SCc1ccc(Cl)c(Cl)c1,2,5,19,111,2,113,0.8,0,0,113,-1
CC(C)(/C=N/O)/[N+]([O-])=C/c1ccccc1C(F)(F)F,2,2,14,108,-4,104,0.6,0,1,104,0
CN(C)c1ccc(/C=N/NC(=O)CN2CCN(c3ccc(F)cc3)CC2)cc1,-4,1,5,105,0,103,0.2,0,0,105,-4
CCOc1cccc(NC(=O)C2CCCN(S(=O)(=O)c3ccc(-n4cnnn4)cc3)C2)c1 (stereo not drawn),1,1,48,102,-9,101,0.5,0,-12,102,-4
COc1cc(C(=O)Nc2cc(-c3nc4cc(C)ccc4o3)ccc2C)cc(OC)c1OC,-5,-2,30,100,-7,97,-1.8,-10,-8,97,-7
O=S(=O)(NCC1CCCO1)c1ccc2oc3ccc(S(=O)(=O)NCC4CCCO4)cc3c2c1 (stereo not drawn),0,11,24,102,-7,97,0.3,-2,-13,99,-5
CC(=O)Nc1ccc(C(=O)OCC(=O)N(C)C2CCCCC2)cc1,-1,6,13,105,-1,?,0.8,-3,-8,103,-3
COc1ccc(NC(=O)COC(=O)C2CC3C=CC2C3)cc1 (stereo not drawn),1,7,13,102,2,92,0.3,0,-4,99,-1
NCc1ccc2[nH]c(=O)[nH]c2c1,1,2,24,100,-1,100,0.7,-3,-7,100,-3
O=C(C1CCC(C(=O)N2CCc3ccccc32)CC1)N1CCc2ccccc21 (stereo not drawn),3,1,6,100,-4,99,0.2,-3,-4,98,0
CC1CCN(c2nc(-c3cccnc3)nc3scc(-c4ccccc4)c23)CC1,-7,5,10,105,-8,94,2.7,-8,-21,104,-10
O=C(NCc1ccco1)c1cccc(S(=O)(=O)N2CCCCC2)c1,-1,3,21,99,-8,100,0.4,-4,-14,100,-3
CCOc1ccc(CN2CCN(C(=O)c3ccccc3)CC2)cc1,-1,-8,28,103,-4,99,-0.5,-6,-15,100,-10
CC(=O)C1=C(C)NC(SCC(N)=O)=C(C#N)C1c1sccc1C (stereo not drawn),-2,3,24,103,-1,103,0.5,-3,0,103,-2
CCOc1cc(/C=C2\NC(=S)N(c3c(C)n(C)n(-c4ccccc4)c3=O)C2=O)ccc1O,1,-13,7,104,3,103,-1.9,0,2,100,-7
O=C(CSc1nc(-c2ccco2)cc(C(F)(F)F)n1)NCCc1ccccc1,3,-1,21,106,-5,102,0.1,-2,-6,100,-4
CC1(C)Cc2c(sc3nc4n(c(=O)c23)CCC4)CO1,-1,3,15,100,1,96,0.3,-1,0,96,-3
Cc1ccccc1CN(c1ccc(C(=O)NCc2ccccn2)cc1)S(C)(=O)=O,0,4,12,100,2,99,1.3,-1,-4,100,-2
CN1CCN(Cc2cc(=O)oc3ccc(Cl)cc23)CC1,0,1,7,100,-1,103,0.2,-2,-8,105,-3
COc1ccc(C(=O)C2CCN(C(=S)NCCc3ccc(OC)c(OC)c3)CC2)cc1,0,3,8,100,0,99,0.4,-1,-7,99,-5
CCCn1c(=O)[nH]c(=O)c2c1nc(-c1ccc3c(c1)OCCO3)n2CCN1CCOCC1,-5,2,16,98,-2,98,0.2,-2,0,98,0
CCCCCCCCCCCCCCCC(=O)NCCc1c[nH]c2ccccc12,1,3,20,101,-7,96,1.1,0,-3,98,1
COC(=O)CC(NC(=O)c1ccc(C)cc1)c1ccccc1 (stereo not drawn),0,1,30,96,-7,96,0.1,-1,-11,96,-4
Cc1ccc(Cl)c(OC(=O)Cn2cnc3c2c(=O)n(C)c(=O)n3C)c1,0,0,11,95,-4,101,0.1,0,-3,88,0
Fc1c(F)c(F)c(CSc2nc3ccccc3[nH]2)c(F)c1F,-5,16,33,106,-4,105,1.5,-6,-4,104,-1
CN(c1ccccc1C(N)=O)S(=O)(=O)c1ccccc1,1,17,26,100,-5,100,1.4,-2,-20,98,-1
O=C(O)CCN1CCc2ccccc2C1c1cccs1 (stereo not drawn),-1,-1,72,100,-1,98,-0.1,-1,0,100,-1
CC1CCCC(NC2CCCCNC2=O)C1 (stereo not drawn),5,0,22,104,2,102,-0.4,3,5,101,-2
O=C(OCC(=O)c1c[nH]c2ccccc12)c1ccc(Br)o1,1,1,4,100,-5,99,0.0,-3,-9,102,-5
COc1ccc(OC)c(S(=O)(=O)Nc2ccc(C(C)=O)cc2)c1,-3,2,18,103,-1,96,0.5,0,0,99,0
CCC(=O)NC(c1ccc(C)cc1)c1cc([N+](=O)[O-])c2cccnc2c1O (stereo not drawn),0,-6,9,58*,4,72,1.2,-1,26,68,-3
Cc1nnc(NC(=O)CSC2=NN3CCCC(=O)N=C3S2)s1,-1,-4,9,100,-4,93,-1.4,-1,-3,97,-2
O=C(NC(=S)Nc1ccccc1N1CCCCC1)c1cccs1,-1,2,9,102,1,98,·,-1,2,101,-2
COC(=O)c1ccc(NC(=O)C2CCCN2S(=O)(=O)c2ccc(F)cc2)cc1 (stereo not drawn),0,3,20,113,·,105,0.9,8,3,108,0
CC(=O)Nc1cccc(N2C(=O)CCC2=O)c1,-2,1,19,99,1,95,0.3,0,-1,98,-1
N#CCSc1nnc(-c2sc3ccccc3c2Cl)o1,-4,-1,13,103,0,99,-0.3,-5,0,101,-7
CCOC(=O)CN(C(=O)Cn1nnc(-c2ccc(OC)cc2)n1)C(C(=O)NC1CCCC1)c1ccc(F)cc1 (stereo not drawn),-2,1,12,110,-4,112,3.7,-6,-4,112,-3
O=C(COC(=O)C1CCN(C(=O)c2ccc(Cl)cc2)CC1)NC1CCS(=O)(=O)C1 (stereo not drawn),2,15,11,99,-2,94,1.2,-1,-4,98,0
COc1ccc(Cl)cc1S(=O)(=O)N1CCN(C(=O)COc2ccccc2)CC1,0,-1,28,97,-5,98,1.2,-5,-12,99,-9
CC(=O)c1ccc(NC(=O)c2ccc3nc(-c4ccco4)c(-c4ccco4)nc3c2)cc1,23,-5,16,70,25,59,-2.2,2,51*,58,5
O=C(CN1CCN(c2ncccn2)CC1)NCCC1=CCCCC1,0,-1,24,103,-2,102,0.1,-4,1,101,3
CSC(=NCc1cccnc1)NS(=O)(=O)c1cccs1,1,1,27,100,-2,98,0.1,2,-9,100,-2
COc1ccc(OC(C)C(=O)Nc2cccc(F)c2)cc1 (stereo not drawn),-8,2,14,99,-9,101,-0.6,-4,-6,105,-12
Cc1cc(C(F)(F)F)c2sc(N)nc2n1,0,15,36,100,-7,102,0.5,-1,-14,102,-1
O=C(Cc1ccc([N+](=O)[O-])cc1)N/N=C/c1ccc([N+](=O)[O-])o1,0,9,14,105,0,107,0.1,0,0,99,0

# Structural class: the compounds so far containing a nitro group on carbon.
SMILES,Bcl-W Bim block,ABCG2 inh,GSH bead fluor,RGS8-Gao,Bcl-2 Bim block,RGS7-Gao reg,ABCB1 inh,Bcl-XL Bim block,Bfl-1 Bim block,RGS4-Gao reg,Bim-Bcl-B
CCCc1cc(=O)[nH]c(SCc2nc3ccc([N+](=O)[O-])cc3[nH]2)n1,-2,-2,9,105,-9,100,0.0,-6,-13,100,-8
CCC(=O)NC(c1ccc(C)cc1)c1cc([N+](=O)[O-])c2cccnc2c1O (stereo not drawn),0,-6,9,58*,4,72,1.2,-1,26,68,-3
O=C(Cc1ccc([N+](=O)[O-])cc1)N/N=C/c1ccc([N+](=O)[O-])o1,0,9,14,105,0,107,0.1,0,0,99,0

# More structures.
SMILES,Bcl-W Bim block,ABCG2 inh,GSH bead fluor,RGS8-Gao,Bcl-2 Bim block,RGS7-Gao reg,ABCB1 inh,Bcl-XL Bim block,Bfl-1 Bim block,RGS4-Gao reg,Bim-Bcl-B
Cc1ccc(CSc2ccc(-c3cccs3)nn2)cc1,-3,-1,12,100,-5,97,-0.2,-6,-3,98,-5
CCOC(=O)N1CCN(C(=O)CSc2ccc(-c3ccc(OC)c(OC)c3)nn2)CC1,0,7,24,104,-2,105,0.0,-3,-5,104,-8
CCOc1ccccc1NC(=O)NC(C)c1ccncc1 (stereo not drawn),-4,1,10,103,-4,103,0.2,-2,-7,104,-4
CC(=O)Nc1ccc(NC(=O)CSc2nc(C)nc3sc(C)c(C)c23)cc1,-1,14,12,104,0,105,-0.3,0,-4,104,0
Cc1cc(C)cc(NC(=O)C(=O)NCC2CCCO2)c1 (stereo not drawn),-2,2,11,100,-4,?,0.4,-1,-5,100,-2
